NS5 inhibitors: Dengue-2 NS5 methyltransferase inhibitors, primary screen, biochemical, confirmation dose response (AID 588689). inhibition, % at 25 µM; hits with a dose series show IC50 in µM. Dengue-2 NS5 methyltransferase capping enzyme assay, biochemical; higher % means a stronger effect. hit rate 0.3% among 340,000; in the data active means a potency from the dose series; inconclusive means inhibition above about 29% without an active follow-up result
Yfh1-off respiration: mitochondrial function rescue without frataxin homolog – Friedreich's ataxia, plus single-dose screen, dose response (AID 1465) | S. cerevisiae Yfh1-off respiration, WST-1 reduction, 72 h; higher fold induction means a stronger effect | fold induction at 50 µM, or EC50 in µM where a hit was titrated | hit rate 0.074% among 220,000;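 active means fold induction of absorbance versus untreated yeast above a set limit, then at least 30% activation at any dose in follow-up; inconclusive means repeats straddling the limit, or above it without dose testing; inactive means fold induction below the set limit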;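 further: activators that raise dye reduction in frataxin-depleted yeast; strong numbers were not always called active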
GPR35 antagonists: GPR35 antagonists blocking zaprinast-driven arrestin recruitment, primary screen, imaging, U2OS, beta-arrestin-GFP, zaprinast agonist (AID 2058) | hit rate 0.052% among 290,000 | U2OS GPR35 beta-arrestin-GFP translocation imaging, zaprinast antagonism; higher % means a stronger effect | inhibition, % at 10 µM, or IC50 in µM where a hit was titrated;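 active means inhibition of at least 50% with at least 30 cells and total cytoplasm GFP at most 10,000,000; inconclusive means under 30 cells or total GFP of 10,000,000 plus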
GPR55 LPI antagonism: inhibition of LPI-stimulated GPR55 beta-arrestin translocation – imaging, U2OS, beta-arrestin-GFP, LPI agonist, primary screen (AID 2013); U2OS GPR55 beta-arrestin-GFP translocation imaging, LPI antagonism; higher % means a stronger effect; inhibition, % at 10 µM, or IC50 in µM where a hit was titrated; hit rate 0.13% among 290,000;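 active means spots per cell inhibited over 60%, with over 100 cells counted and total cytoplasm intensity under 500,000; inconclusive means wells with under 100 cells, flagged as likely toxic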;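 further: U2OS cells stably carrying GPR55 and arrestin-GFP stimulated by 5 µM LPI near EC80; imaged beta-arrestin-GFP aggregate spots per cell after agonist stimulation; plate controls were LPI-stimulated DMSO wells for no effect and DMSO wells without LPI for full effect; some results filed as inactive read as strong as hits; confirmed hits need IC50 under 10 µM and bright autofluorescent wells are also inconclusive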
AID2073: disruptors of CaV2.2 binding to Mint1 – biochemical, HTRF (AID 2073); HTRF protein-protein interaction, Mint1-CaV2.2; higher % means a stronger effect; inhibition, % at 20 µM; hits with a dose series show IC50 in µM; hit rate 0.19% among 290,000; in the data active means inhibition mostly above about 51%, no sharp cut-off; inconclusive means no clear call, values can overlap the other calls; inactive means mostly below about 53%; further: some results filed as inactive read as strong as hits
GPR55 beta-arrestin: GPR55 agonists via beta-arrestin recruitment, primary screen, imaging, U2OS cells, beta-arrestin-GFP redistribution (AID 1961); hit rate 0.048% among 290,000; one-dose activation, % at 10 µM; EC50 in µM for titrated hits; U2OS GPR55 beta-arrestin-GFP redistribution imaging; higher % means a stronger effect;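 active means activation above 40% with more than 50 cells counted in the well; inconclusive means wells holding fewer than 50 cells, flagged as toxic or sparse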;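 further: U2OS osteosarcoma cells stably expressing GPR55 and beta-arrestin-GFP; plate controls were DMSO negative control for no effect and LPI positive control for full effect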
Large T inhibition: TAg ATPase/helicase activity blockers – biochemical (AID 1903). SV40 large T antigen ATPase/helicase inhibition assay; higher % means a stronger effect. inhibition, % at 20 µM; hits with a dose series show IC50 in µM. hit rate 0.39% among 310,000; in the data active means a potency from the dose series; inconclusive means inhibition mostly from about 32% at the one dose, without a potency; inactive means the rest, 99 in 100 with inhibition below about 32%; further: strong numbers were not always called active
NTR1 ag: NTR1-driven beta-arrestin-GFP spot formation – imaging, U2OS cells, high content, primary screen (AID 493036). P30989. hit rate 0.17% among 330,000. agonist mode. activation, % at 20 µM;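 active means activation at or above 40% of the spot to cytoplasm intensity ratio, with at least 20 cells analyzed; inconclusive means wells under 20 cells, flagged as cytotoxic or low count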;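 further: 0% = DMSO without peptide and 100% = 100 nM NTR1 peptide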
Target sequence (P30989 whole entry, looked up): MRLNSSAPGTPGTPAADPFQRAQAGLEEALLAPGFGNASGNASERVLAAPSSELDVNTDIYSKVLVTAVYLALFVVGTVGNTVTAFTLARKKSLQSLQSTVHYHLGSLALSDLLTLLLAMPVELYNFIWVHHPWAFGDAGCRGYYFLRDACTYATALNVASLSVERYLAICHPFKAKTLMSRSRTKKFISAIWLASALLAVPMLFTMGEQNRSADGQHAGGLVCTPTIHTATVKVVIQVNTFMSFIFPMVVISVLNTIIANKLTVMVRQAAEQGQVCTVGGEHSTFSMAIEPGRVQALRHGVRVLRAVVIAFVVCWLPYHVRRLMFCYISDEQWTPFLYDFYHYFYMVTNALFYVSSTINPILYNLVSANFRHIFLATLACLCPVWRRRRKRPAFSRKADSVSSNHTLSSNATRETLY
MgcRacGAP inhibition: MgcRacGAP GTPase-activating activity inhibitors, confirmation, biochemical, ADP Hunter fluorescence; MgcRacGAP-stimulated Rac1 GTP hydrolysis, ADP Hunter fluorescence; higher % means a stronger effect; GST-tagged Rac1 F28L mutant substrate; inhibition, % at 30 µM, or IC50 in µM where a hit was titrated; hit rate 0.6% among 340,000; AID 624330;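 active means first-screen hits whose inhibition reached a set limit at any dose in the follow-up dose series; inconclusive means inhibition above the set first-screen limit but never retested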;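 further: fluorescence reports GDP produced by GAP-driven GTP hydrolysis; strong numbers were not always called active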
NTR1 ag cell count 20 µM: further read-out of NTR1 ag, marked with its call; cell count; measured here: cell count, cytotoxicity flag
NS5 inhibitors pilot replicate: recorded beside NS5 inhibitors, whose call it bears; inhibition, %; measured here: pilot screen replicate inhibition
Active calls of the source: *; i = inactive; ? = inconclusive; . = no result given. Compounds were not picked by outcome; about 1.7% have a hit in one of these screens.

The first 6 records, to show the layout:
SMILES	NS5 inhibitors	Yfh1-off respiration	GPR35 antagonists	GPR55 LPI antagonism	AID2073	GPR55 beta-arrestin	Large T inhibition	NTR1 ag	NTR1 ag cell count 20 µM	MgcRacGAP inhibition	others
COc1ccc(S(=O)(=O)N2CCN(C(=O)c3ccco3)CC2)cc1C(C)(C)C	5.2%	.	2.8%	6.2%	4.1%	-0.1%	6.4%	-0.8	51	2.7%
CC(C)Oc1ccc(Cc2c(O)nc(NCCCN(C)C)[nH]c2=O)cc1	2.8%	i	-5.7%	8.0%	-2.9%	0.2%	10.4%	-1.3	42	10.6%
Nc1cc(=O)[nH]c(SCC(=O)Nc2cccc([N+](=O)[O-])c2)n1	0.6%	i	9.4%	4.0%	17.3%	0.3%	11.1%	0.7	53	4.0%
CCOC(=O)C1CC(=O)c2cc(OC)c(OC)cc2C1 (stereo unspecified)	6.8%	i	7.8%	24.0%	16.0%	0.2%	16.4%	0.8	83	5.5%
O=C(Nc1ccccc1)N(c1ccccc1)C1C=CS(=O)(=O)C1 (stereo unspecified)	.	i	6.6%	-5.3%	-4.9%	-0.1%	10.9%	1.5	42	.
Cc1ccc(CN2CC(C(=O)Nc3cc(S(C)(=O)=O)ccc3Cl)CC2=O)cc1 (stereo unspecified)	5.6%	i	-13.4%	11.3%	11.9%	-0.1%	-0.3%	-1.6	49	5.2%

The listing (from the top)
SMILES	NS5 inhibitors	Yfh1-off respiration	GPR35 antagonists	GPR55 LPI antagonism	AID2073	GPR55 beta-arrestin	Large T inhibition	NTR1 ag	NTR1 ag cell count 20 µM	MgcRacGAP inhibition	others
COc1ccc(S(=O)(=O)N2CCN(C(=O)c3ccco3)CC2)cc1C(C)(C)C	5.2%	.	2.8%	6.2%	4.1%	-0.1%	6.4%	-0.8	51	2.7%
CC(C)Oc1ccc(Cc2c(O)nc(NCCCN(C)C)[nH]c2=O)cc1	2.8%	i	-5.7%	8.0%	-2.9%	0.2%	10.4%	-1.3	42	10.6%
Nc1cc(=O)[nH]c(SCC(=O)Nc2cccc([N+](=O)[O-])c2)n1	0.6%	i	9.4%	4.0%	17.3%	0.3%	11.1%	0.7	53	4.0%
CCOC(=O)C1CC(=O)c2cc(OC)c(OC)cc2C1 (stereo unspecified)	6.8%	i	7.8%	24.0%	16.0%	0.2%	16.4%	0.8	83	5.5%
O=C(Nc1ccccc1)N(c1ccccc1)C1C=CS(=O)(=O)C1 (stereo unspecified)	.	i	6.6%	-5.3%	-4.9%	-0.1%	10.9%	1.5	42	.
Cc1ccc(CN2CC(C(=O)Nc3cc(S(C)(=O)=O)ccc3Cl)CC2=O)cc1 (stereo unspecified)	5.6%	i	-13.4%	11.3%	11.9%	-0.1%	-0.3%	-1.6	49	5.2%
CC1CCCN(S(=O)(=O)c2cccc3nonc23)C1 (stereo unspecified)	-1.6%	.	5.9%	4.6%	9.8%	0.5%	9.6%	0.4	62	6.8%
Cc1nc2cc(-c3ccccc3)ccc2o1	-9.7%	i	8.4%	-13.4%	-1.3%	-0.2%	13.6%	-1.1	80	5.1%
O=C(CCC(=O)N(CC(=O)NC1CCCC1)Cc1ccc2c(c1)OCO2)Nc1ccccn1	.	i	3.5%	-6.3%	7.0%	-0.2%	-5.3%	-0.3	59	5.4%
Cc1cc(=O)oc2c(CN3CCCC3)c(O)c(Cl)cc12	2.6%	.	0.8%	2.8%	32.4%	-0.1%	4.6%	-1.2	94	16.9%
CN1CCc2c(sc(N)c2C(=O)O)C1	0.7%	i	-7.5%	2.7%	24.6%	0.1%	6.8%	0.6	43	6.8%
CCC(C)(C)n1nnnc1C(c1ccccn1)N1CCN(c2cccc(OC)c2)CC1 (stereo unspecified)	-3.4%	i	-2.9%	11.3%	-3.3%	0.2%	22.6%	0.0	47	8.7%
COCC1CCN(C(=O)c2cc(COc3cccc4cnccc34)on2)CC1	-6.1%	.	14.0%	7.6%	9.3%	0.2%	7.2%	0.3	52	10.4%
O=C(NC1CC1)c1ccc2c(c1)ncn2C1CCCC1	-4.1%	i	8.2%	22.4%	13.0%	-0.1%	5.7%	-0.8	63	10.4%
CCOC(=O)c1c(S(=O)(=O)NCCc2ccc(OC)c(OC)c2)c(C)n(C)c1C	-7.1%	.	-1.0%	4.0%	1.8%	-0.2%	5.0%	1.2	66	15.2%
COc1ccc(-c2nc3ncccn3c2Nc2ccccc2)cc1	-1.8%	.	1.2%	12.6%	12.9%	-0.5%	24.6%	-2.9	76	11.3%
Cc1cc(C)cc(C(=O)NC(CC(N)=O)c2ccc(NC3CCCC3)c([N+](=O)[O-])c2)c1 (stereo unspecified)	-1.6%	.	12.7%	-1.9%	9.6%	0.0%	7.0%	5.9	57	4.8%
COc1ccccc1OCCOCCOc1c(C)cc(C)cc1Br	2.2%	i	4.3%	-0.8%	0.3%	0.0%	4.1%	5.2	44	-8.4%
COc1ccc(N2C(=O)C3C4C=CC(c5ccccc5)(C3C2=O)C2C(=O)N(c3ccc(OC)cc3)C(=O)C42)cc1 (stereo unspecified)	.	i	5.2%	6.3%	29.7%	-0.1%	7.5%	-0.2	43	6.7%
CCc1ccccc1NC(=O)c1cc(S(=O)(=O)N(C)C)ccc1N1CCCC1	-1.0%	.	5.4%	5.2%	6.4%	0.7%	-16.2%	-0.3	65	4.1%
Cc1ccc(NC(=O)N(Cc2cc3cc(C)cc(C)c3[nH]c2=O)CC2COCCO2)cc1 (stereo unspecified)	-2.4%	i	10.6%	6.3%	-4.9%	-0.3%	8.8%	-0.5	95	12.3%
Cc1ccc(C)c(N(C)C(=O)COc2cc(=O)n(C)c3ccccc23)c1	-2.2%	i	-8.5%	13.2%	-11.4%	-0.1%	14.4%	0.9	49	1.7%
COc1ccccc1-n1c(C)nnc1SCC(N)=O	0.0%	i	9.8%	1.7%	4.5%	0.3%	14.9%	-1.3	91	2.7%	NS5 inhibitors pilot replicate=-2.3
CCOC(=O)C1C(c2ccc(OC)cc2)N(C)OC1(O)C(F)(F)F (stereo unspecified)	-1.5%	i	-14.8%	12.0%	-3.0%	0.2%	-0.1%	1.3	36	4.4%

Pulled by compound from the entries so far:
SMILES	NS5 inhibitors	Yfh1-off respiration	GPR35 antagonists	GPR55 LPI antagonism	AID2073	GPR55 beta-arrestin	Large T inhibition	NTR1 ag	NTR1 ag cell count 20 µM	MgcRacGAP inhibition	others
COCC1CCN(C(=O)c2cc(COc3cccc4cnccc34)on2)CC1	-6.1%	.	14.0%	7.6%	9.3%	0.2%	7.2%	0.3	52	10.4%
COc1ccccc1-n1c(C)nnc1SCC(N)=O	0.0%	i	9.8%	1.7%	4.5%	0.3%	14.9%	-1.3	91	2.7%	NS5 inhibitors pilot replicate=-2.3
Cc1ccc(C)c(N(C)C(=O)COc2cc(=O)n(C)c3ccccc23)c1	-2.2%	i	-8.5%	13.2%	-11.4%	-0.1%	14.4%	0.9	49	1.7%

New compounds follow:
SMILES	NS5 inhibitors	Yfh1-off respiration	GPR35 antagonists	GPR55 LPI antagonism	AID2073	GPR55 beta-arrestin	Large T inhibition	NTR1 ag	NTR1 ag cell count 20 µM	MgcRacGAP inhibition	others
O=[N+]([O-])c1cc(C(F)(F)F)ccc1NCCCCNS(=O)(=O)c1ccc(Cl)cc1	-3.3%	i	3.3%	4.6%	9.2%	-0.3%	7.3%	19.6	54	-4.1%
COc1ccc(-c2cc(C(=O)Nc3ccc(O)cc3)c3ccccc3n2)cc1OC	-8.4%	i	22.3%	-5.2%	22.6%	1.9%	9.7%	9.3	71	159µM*
CC(C)CC(=O)NC(=S)Nc1ccccc1N1CCCC1	-3.9%	i	5.0%	-1.9%	-10.5%	-0.1%	10.6%	4.3	50	9.8%
CCO[C@@H]1OC(C(=O)NCc2ccccc2)=C[C@H](c2ccc3c(c2)OCO3)[C@H]1CCCO	1.6%	i	-12.7%	15.5%	4.3%	-0.2%	6.9%	0.9	44	8.6%
Cc1[nH]c2ccccc2c1C(=O)COC(=O)C1CCC1	-6.5%	.	-7.0%	0.5%	-2.8%	-0.1%	11.7%	3.8	65	6.4%
COc1ccc(/C=C(\C#N)C(=O)NCc2cccs2)cc1OC	-7.4%	i	10.3%	-0.8%	5.2%	-0.6%	12.4%	1.5	36	5.7%
COc1ccccc1OCC(=O)Nc1ccc2c(c1)OCCO2	5.3%	.	-2.4%	13.3%	3.7%	-0.1%	5.9%	0.0	44	2.7%
COc1ccc(OCCN2C(=O)NC(C)(c3ccc(C)cc3)C2=O)cc1 (stereo unspecified)	-3.2%	i	-2.5%	-0.3%	9.6%	-0.1%	3.3%	0.6	90	7.3%
COC1=Cc2c(ccc3ccc(=O)oc23)OC1(C)C	-5.6%	i	-7.4%	-11.9%	5.3%	-0.1%	-6.3%	4.4	77	4.6%	NS5 inhibitors pilot replicate=-4.9
CCOC(=O)CC(c1ccc(N)cc1)n1c(C)ccc1C (stereo unspecified)	5.3%	i	5.3%	-7.9%	13.8%	0.4%	4.2%	1.5	62	-1.8%
O=C(NNC(=O)c1cc2ccccc2cc1O)c1cccs1	39.5%	.	-5.5%	-3.0%	18.2%	-0.1%	4.1%	0.1	57	3.1%
Cc1ccc(Cn2ccc(=O)c(OCc3c(Cl)cccc3Cl)c2C)cc1	-3.2%	i	0.1%	11.4%	5.7%	0.0%	-4.3%	21.6	34	13.7%
C=CCNC(=S)NNC(=O)c1csc(C)c1CC	2.4%	i	-0.2%	7.0%	-31.3%	0.0%	20.6%	-0.7	60	-0.8%
COc1ccc(C(=O)Cc2cc(OC)c(OC)cc2[N+](=O)[O-])cc1	-4.8%	i	31.3%	13.7%	?	-0.1%	2.7%	1.3	44	9.3%
CCCCn1c(-c2ccco2)nc2oc3ccccc3c(=O)c2c1=O	-3.9%	i	0.6%	3.2%	-22.8%	-0.2%	5.1%	0.2	46	9.2%
COc1ccc(CSc2nncn2N)cc1Br	-4.1%	i	1.3%	-0.4%	-3.2%	-0.2%	10.5%	-0.6	44	4.1%
